Compound activity as filed in PubChem.
p53null 39C tox: kills p53 null cells at the nonpermissive temperature; H1299 p53-null (neo) cells, 39C, ATPlite viability, 24 h; Potency, µM (series often up to 46.1 µM), for inactives: at the top dose activity, negative = cell killing, hits mostly cytotoxic; actives 0.97% (n = 55,000);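 also: 0% = DMSO only and -100% = full killing by 100 µM tamoxifen; nearly all actives have a fitted effect of over 50% in size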
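Luminescent ATP signal reported cell survival after H1299 lines (neo, p53 null; or p53 A138V) received up to 46 uM compound and 24 hr incubation at 39C.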
p53null 32C tox: kills p53 null cells at the permissive temperature; actives 0.62% (n = 55,000); Potency, µM (titrated, usually from 46.1 µM), for the others: at the highest dose activity change, negative = cytotoxicity, usual class: cytotoxic; H1299-neo p53 null cells, ATP luminescence, 24 h, 32C;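 also: 0% = DMSO only and -100% = full killing by 100 µM tamoxifen; nearly all actives have a fitted effect of over 55% in size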
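We seeded p53-null H1299-neo cells, incubated them overnight at 37C, and added compounds across a range up to 46 uM. After 24 hours at 32C, ATP reagent was applied for 20 min at room temperature and luminescence recorded.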
Active calls of the source: *; ? = inconclusive; [ ] = dose if it differs, or a comment. Calls follow the shape of the dose curve; as a rule, active = well fitted cell-killing curve with a large enough effect; inconclusive = small, poorly fitted or top-dose-only effect; inactive = no such curve, though single readings can be large or run the other way. Potency is read from the fitted curve at half-maximal effect. Not all compounds are listed, so the mix of outcomes need not match the whole.

| molecule | p53null 39C tox | p53null 32C tox |
| --- | --- | --- |
| COCCNC(=O)c1ccc(CN2CCOCC2)cc1 | 0% | 2% |
| Cc1ncc(CCl)c2c1OC(C)(C)OC2 | 7% | -6% |
| O=S(=O)(N/N=C1/CCCc2ccccc21)c1ccc(Br)cc1 | -9% | 2% |
| O=C(Nc1nccs1)c1cccc(NC(=O)c2ccco2)c1 | -16% | -2% |
| CCCNC(=O)Cn1nc(C(F)(F)F)c2c1CCCC2 | 31% | -3% |
| O=C1c2cccc3cccc(c23)C(=O)N1c1ccncc1 | 8% | -6% |
| Clc1ccc(N=c2ssnc2Cl)cc1 | -15% | -12% |
| COC(=O)c1sccc1NC(=O)C1C2C=CC(C2)C1C(=O)O (configuration not stated) | 31% | 5% |
| CCS(=O)(=O)n1nc(-c2ccccc2)nc1N | -4% | -1% |
| CCCN=CC1=C(O)CC(c2ccccc2)CC1=O (configuration not stated) | 3% | 3% |
| Cc1cc(NS(=O)(=O)c2ccc(NC(=O)Nc3ccc4c(c3)OCO4)cc2)no1 | 2% | 10% |
| CCOC(=O)c1nn(-c2ccccc2C)c2nc(CC(C)C)c(C#N)c(=O)n12 | 2% | -7% |
| CCn1c(=NC(=O)CSC(C)=O)sc2cc(OC)ccc21 | 15% | 10% |
| Cc1cccc(-n2nc3c(c2NC(=O)CCC2CCCCC2)CS(=O)C3)c1C (configuration not stated) | 3% | 4% |
| O=C(Nc1ccc2nc(-c3cccnc3)[nH]c2c1)C1CCCCC1 | ? | ? |
| CC1CCN(C(=O)c2cc3nc(C4CC4)cc(C(F)(F)F)n3n2)CC1 | -28% | -8% |
| Cc1ccc2[nH]c(=O)c(CN(CCc3ccccc3)Cc3nnnn3CC3CCCO3)cc2c1 (configuration not stated) | -2% | -2% |
| CCCc1cc(=O)n2[nH]c(-c3ccccc3)cc2n1 | -1% | ? |
| c1ccc(Nc2nc(N3CCNCC3)nc(N3CCOCC3)n2)cc1 | 14% | 4% |
| COc1ccc(Cl)cc1S(=O)(=O)Oc1ccc(NC(C)=O)cc1 | 35% | 5% |
| N#Cc1ccc(N2CCN(c3ccc(F)cc3)CC2)cc1 | 38%[activator] | -4% |
| COC(=O)c1ccc(-c2n[nH]c(=O)c3ccccc23)cc1 | 2% | -12% |
| COC(=O)c1ccc(Cn2cnc3c(cnn3-c3ccc(C)c(C)c3)c2=O)o1 | -16% | 5% |
| Nc1cccc(-c2nc3ccccc3[nH]2)c1 | -21% | -19% |
| FC(F)Oc1cccc2cccnc12 | 10% | 4% |
| CC(=C/C(=O)O)/C=C/c1ccc(Cl)o1 | 12% | 2% |
| COc1ccc(/C=N\NS(=O)(=O)c2ccc(Br)cc2)cc1COc1ccccc1[N+](=O)[O-] | 11% | 4% |
| COc1ccc(N2CN=C3SCC(=O)N3C2)cc1 | 2% | 4% |
| CC(C)n1c(NCc2ccc(N(C)C)cc2)nc2ccccc21 | 6% | 1% |
| COc1ccccc1-c1ccc(NC2CCCC2)nn1 | -26% | -12% |
| CCOC(=O)c1c(NC(=S)NC(C)=O)sc(C)c1C | -4% | 4% |
| Cc1ccccc1Cn1nnc(-c2ccc3c(c2)OCO3)n1 | -4% | -9% |
| CCC(C)NC(=O)Cn1nc(C(F)(F)F)c2c1CCCC2 (configuration not stated) | -1% | 5% |
| Cc1ccc(Cn2c(=N)n(CC(=O)c3ccc([N+](=O)[O-])cc3)c3ccccc32)cc1 | -15%[1.84 µM] | 10% |
| CCc1nnc(NC(=O)c2ccc3c(c2)C(=O)N(CC(C)C)C3=O)s1 | 4% | 14% |
| CCn1c(SCC(=O)Nc2ccccc2)nnc1C1CCCCC1 | 5% | -6% |
| CC1CC(C)CN(c2oc(-c3ccco3)nc2C#N)C1 (configuration not stated) | 1% | 19% |
| CCC1CCCCN1C(=O)c1cc(-c2ccc(Cl)c(Cl)c2)on1 (configuration not stated) | -27% | -8% |
| COc1ccc(C(C)=O)cc1CSc1nnc(Nc2ccc(C)cc2C)s1 | -25%[1.84 µM] | 14% |
| CON(C)c1nc(OCCNC(=O)OCc2ccc(Cl)cc2C)nc(N(C)C)n1 | -14% | 7% |
| C/C(=N\NC(=O)CSCc1ccccc1Cl)c1cccc(NC(=O)c2ccccc2)c1 | -7% | -9% |
| Cc1cccc(-[n+]2c(C)cc(C)c3c(=O)[nH]c(=O)[nH]c32)c1 | 7% | -9% |
| Cn1ncc(Br)c1C(=O)Nc1ccc(F)cc1F | 0% | 2% |
| Cc1cc(C(=O)OCC(=O)Nc2sc3c(c2C#N)CCC(C)C3)c2ccccc2n1 (configuration not stated) | -24% | 5% |
| COc1ccc(CNc2nc(SCC(=O)NCc3ccco3)nc3ccccc23)cc1 | 5% | 4% |
| Cc1ccc(/C=N/n2c(-c3ccco3)n[nH]c2=S)s1 | 2% | 4% |
| c1ccc(Cn2nnc3c(N4CCc5ccccc54)ncnc32)cc1 | 34% | -2% |
| O=C(CCNS(=O)(=O)c1cccs1)Nc1ccccc1F | -4% | -2% |
| c1cc(C(c2nnnn2C2CCCCC2)N2CCN3CCCC3C2)ccn1 (configuration not stated) | -12% | -10% |
| c1ccc(-c2ccn3nnnc3n2)cc1 | -13% | -4% |
| COc1ccc(NC(=O)c2ccc3c(c2)C(=O)N(Cc2cccnc2)C3=O)c(OC)c1 | 8% | 3% |
| Cc1cc(NC(=O)CSc2nc3c(c(=O)n2-c2ccc(Br)cc2)SCC3)no1 | 3% | -2% |
| Cc1nc2sccn2c(=O)c1Br | 14% | 1% |
| CCOC(=O)c1cc(-c2ccccc2)sc1NC(=O)C(C)C | 31%[activator] | 1% |
| Nc1nnc(SCCCC(=O)c2ccccc2)s1 | -1% | -14% |
| Cc1csc(NC(=O)CSc2nc3ccccc3c3c2CCCC3)n1 | -5% | -6% |

(next part)
| molecule | p53null 39C tox | p53null 32C tox |
| --- | --- | --- |
| O=c1oc2ccccc2c(N2CCCCC2)c1CN1CCCC1 | -5% | 4% |
| Cc1cc(C=C2C(=O)CCCC2=O)c(C)n1-c1ccccc1 | 1%[1.84 µM] | -8% |
| O=C(C1CCCCC1)N1CCC(n2nnc3ccccc32)CC1 | 13% | -9% |
| CC(C)COC(=O)N1CCCC1C(=O)O (configuration not stated) | -10% | 1% |
| COc1ccc2ncc(S(=O)(=O)c3ccccc3)c(N3CCC4(CC3)OCCO4)c2c1 | -14% | -14% |
| CC(NC(=O)Cn1nc(C(=O)O)c2ccccc2c1=O)c1ccccc1 (configuration not stated) | 14% | 7% |
| Cc1nn(C)c(C(=O)NNC(=S)NCc2ccco2)c1Cl | 12% | 9% |
| CCOc1ccc(NC(=O)CSc2nccn2C)cc1 | -1% | -17% |
| O=S1CC/C(=N\O)c2ccccc21 (configuration not stated) | 12% | 3% |
| COC(=O)CSc1nnc(Cc2ccccc2)n1-c1ccc(C)cc1 | -11% | -2% |
| O=C1CC(c2cc([N+](=O)[O-])ccc2Cl)c2c(ccc3ccccc23)N1 (configuration not stated) | -9% | -9% |
| CCOc1cc(C(=O)Nc2c3c(nn2C(C)(C)C)CS(=O)C3)cc(OCC)c1OCC (configuration not stated) | 7% | 0% |
| CC1CCCN(CC(=O)Nc2ccc(S(=O)(=O)N3CCCCC3)cc2)C1 (configuration not stated) | -6% | -10% |
| CCC(Sc1nc(C)cc(C)n1)C(=O)Nc1ccc(Cl)cn1 (configuration not stated) | -3% | -3% |
| COc1cccc(C(=O)CSc2nc3cccnc3n2C)c1 | 5% | 7% |
| CC(C)C(C(=O)Nc1ccccc1)N1C(=O)c2ccccc2C1=O (configuration not stated) | 2% | -6% |
| Cc1nc(NCCN)c(C#N)c2c1COC(C)(C)C2 | -5% | 10% |
| CC(C)(C)NC(=O)COC(=O)c1nsc(Cl)c1Cl | -21% | -4% |
| CCOc1ccc(N2C(=O)C3Sc4[nH]c(=O)sc4C(/C=C/c4ccccc4)C3C2=O)cc1 (configuration not stated) | 8% | 1% |
| COc1cccc(/C=N/NC(=O)CCCC(=O)Nc2ccc(Br)cc2)c1 | -4% | -1% |
| CCCOc1ccc(-c2nnc(-c3cccs3)o2)cc1 | 13% | -6% |
| CC(C)OC(=O)c1cccc(C(=O)O)n1 | -4% | 0% |
| COc1ccc(S(=O)(=O)NCc2ccc(C(=O)O)cc2)cc1 | -5% | -3% |
| Cc1ccc(NS(=O)(=O)c2cc(OCC(N)=O)c(C)cc2Cl)cc1C | 3% | 2% |

Later entries
Each structure is followed by: p53null 39C tox	p53null 32C tox
CCCCCc1c(O)nc(SCC(=O)NCC2CCCO2)[nH]c1=O (configuration not stated)
 : -1%	-9%
CCC/C(O)=N\S(=O)(=O)c1ccc(N=NN(C)C)cc1
 : 6%	3%
COc1ccc(OC)c(S(=O)(=O)N2CCCC(C)C2)c1 (configuration not stated)
 : -1%	3%
CN1CCN(S(=O)C23CC4CC(CC(C4)C2)C3)CC1 (configuration not stated)
 : -6%	-3%
CC(C)OC(=O)CSc1nc2cc3c(cc2cc1C#N)OCO3
 : -8%	0%
C=CCn1c(=S)[nH]c2ccccc2c1=O
 : 5%	0%
Cc1ccccc1N=C1N=C(N)c2ccccc21
 : 6%	9%
Cc1ccc(SCCC(=O)N2CCC(C)CC2)cc1
 : 9%	-3%
Nc1ccc(-n2nncc2-c2ccccc2)cc1
 : 6%	-9%
CN(C)c1cccc(C(=O)OCC(=O)Nc2ccccc2Sc2ccccc2)c1
 : -6%	8%
O=C(COc1ccccc1)N(Cc1ccco1)c1ccc(O)cc1
 : -13%	-1%
O=c1c[n+]([O-])c2ccccc2n1OCc1c(F)cccc1F
 : -1%	1%
O=c1[nH]n2c(=O)c3c([nH]c2c1N=Nc1cccc(C(F)(F)F)c1)CCCC3
 : -7%	0%
Cc1cccc(NC(=O)c2c(C)nc3ccccn23)c1
 : -17%	-18%
CCCCSc1nnc(-c2ccc(OC)cc2)n1C
 : 1%	-15%
CCOC(=O)N1CCN(CC(=O)Nc2cc(OCC)ccc2OCC)CC1
 : 11%	6%
CCN1CCN(C(=O)CN2C(=O)c3cccc4cccc2c34)CC1
 : 12%	2%
CCOC(=O)c1sc(NC(=O)c2ccc(S(=O)(=O)N3CCOCC3)cc2)nc1-c1ccccc1
 : -9%	1%
O=C(CN1C(=O)c2cccc3cccc1c23)N1CCN(Cc2ccc3c(c2)OCO3)CC1
 : -3%	-3%
C=CCNC(=O)c1cnc2n(c1=O)CCS2
 : 12%	-1%
CCOC(=O)CSc1nc2sc3c(c2c(=O)n1C1CCCCC1)CCN(C)C3
 : -9%	-2%
Cc1cc(=O)oc2cc(OCC(=O)NCc3ccco3)ccc12
 : 11%	-4%
COc1ccc(S(=O)(=O)NNC(=O)c2cc3ccccc3o2)cc1
 : 9%	7%
Cc1nc(N)sc1-c1csc(Nc2ccc(Cl)cn2)n1
 : 6%	-7%
CSc1nnc2c(n1)c(C)nn2-c1cccc(C)c1
 : 15%	-1%
COc1ccc(C(=O)Nc2cc(=O)n(C)c(=O)n2C)cc1OC
 : 1%	-5%
CC(C)Oc1ccc(CNCC2(O)CCOC(C)(C)C2)cc1 (configuration not stated)
 : 8%	6%
COc1ccc(OC)c(NC(=O)Cn2cnc3c(cnn3-c3ccccc3)c2=O)c1
 : 12%	2%
COc1ccccc1C(O)P(=O)(OC(C)C)c1ccc(N(C)C)cc1 (configuration not stated)
 : -9%	-2%
COc1ccccc1Oc1ccc(S(=O)(=O)N2CCOCC2)cc1S(=O)(=O)N1CCOCC1
 : 6%	0%
c1nc(N2CCCC2)c2[nH]cnc2n1
 : 23%	7%
Cc1cc(NC(=O)CCC(=O)N(CC(=O)NC2CCCC2)c2ccccc2)no1
 : -14%	-2%
O=C(OCC(=O)N1CCN(c2ccccc2)CC1)c1cccc(Cl)c1
 : 14%	0%
COc1cc(-c2nnc(-c3cc(OC)c(OC)c(OC)c3)o2)cc(OC)c1OC
 : 3%	-5%
COC(=O)c1oc2ccc(OC)cc2c1N
 : -19%	?
Clc1ccccc1CSc1ncn(-c2ccccc2)n1
 : -15%	-13%
c1ccc2c(c1)nc(NCC1CCCO1)c1nnnn12 (configuration not stated)
 : 13%	2%
COc1ccc(OCC(O)Cn2cnc(-c3ccc(Br)cc3)c2)cc1 (configuration not stated)
 : 16%	9%
CCCCOc1ccc(Br)cc1/C(C)=N/NC1=NCCN1
 : -14%	-17%
C=CCNC(=O)CN1C2CCCC1CC(NC(=O)c1ccccc1C)C2 (configuration not stated)
 : 21%	7%
CN=Cc1nc(-c2ccccc2)oc1O
 : -16%	-14%
CCCCNC(=O)c1nnn(-c2ccccc2)c1N
 : -12%	-10%
CCOc1cc(C(=O)NCCN2CCOCC2)cc(OCC)c1OCC
 : 17%	-2%
Cc1ccc(S(=O)(=O)CC(=O)NC(C)(C)C)cc1
 : 4%	0%
O=C(CSc1ccccc1)NCc1ccco1
 : -7%	2%
